Screens: PubChem BioAssay, National Center for Advancing Translational Sciences (NCATS)
NPC1 prom act – NPC1 promoter activation; Huh7 NPC1 promoter luciferase reporter, 24 h; Potency, µM (top dose mostly 9.22 µM), for the others: at the top dose activation, usual class: activators; 320,000 tested, 2.4% active;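 also: potency is read from the fitted curve at half-maximal effect; % of control where 0% means no effect; nearly all actives have a fitted effect of over 60% in size; reporter is driven by a mutant NPC1 promoter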
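Stably transfected Huh7 (NPC1 promoter→luciferase), 1500 cells/well in Opti-MEM + 10% FBS, 2 h settle, then compound 24 h at 37 °C. Luminescence after 10 min with Amplite reagent.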
KCNH2 3.1 block – blocks the human KCNH2 3.1 channel isoform. U2OS KCNH2 3.1, thallium flux FluxOr; hits give low values. activity change, % (tested at about 1.8 µM). 340,000 tested, 0.95% active. AID 720553;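 active = maximum activity change below -70%; inconclusive = maximum activity change from -70% to -50%; inactive = maximum activity change above -50%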;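 also: thallium influx rate constant from kinetic fluorescence after stimulation buffer; % is scaled to controls: 0 for no effect and ±100 for the full control effect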
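Virally transduced U2OS (3.1 isoform, 4 h infection in dark at RT) → overnight 37 C → FluxOr + Red40 in HBSS/HEPES, 45 min → stimulation buffer, 2 min kinetic read → rate constant vs DMSO controls.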
Mito fusion act – inhibitors of mitochondrial division or activators of mitochondrial fusion; Potency, µM (series often up to 46.1 µM), inactives show at the top dose growth rescue (activation), hits mostly activators; S. cerevisiae fusion-defective mutant growth rescue, CellTiterGlo 48 h; AID 485298; 320,000 tested, 0.23% active;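 also: potency is read from the fitted curve at half-maximal effect; % of control where 0% means no effect; nearly all actives have a fitted effect of over 45% in size; temperature-sensitive fusion mutants such as fzo1-1 at 37 °C on non-fermentable ethanol glycerol medium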
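Growth-rescue viability read-out: after 48 h at the non-permissive 37C in glycerol/ethanol YPEG, yeast mitochondrial fusion mutants are measured by CellTiterGlo luminescence; compounds (23 nl pinned per well) restoring growth score as division inhibitors or fusion activators.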
Gal4-VP16 FLuc – Gal4-VP16 reporter inhibition counter-screen | Drosophila S2 Gal4-VP16 UAS-luciferase, luminescence, 20 h | Potency, µM (highest dose often 53.6 µM), for the others: at the highest dose activity, negative = inhibition, hits mostly inhibitors | 310,000 tested, 3.5% active;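 also: Gal4-VP16 expression switched on by copper sulfate through the metallothionein promoter; potency is read from the fitted curve at half-maximal effect; % is scaled to controls: 0 for no effect and ±100 for the full control effect; nearly all actives have a fitted effect of over 50% in size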
MBNL1 CUG block – MBNL1-poly(CUG) RNA binding inhibition. Potency, µM (doses to about 57.5 µM), for the others: at the top dose activity change, negative = inhibition, usual class: inhibitors. 280,000 tested, 0.036% active. AID 2675. TR-FRET MBNL1-His/biotin-(CUG)12 binding, 665/545 ratio; active = well fitted inhibition curve with a large enough effect in the signal ratio, with a control signal flat, not every such curve was filed as active; inconclusive = small, poorly fitted or top-dose-only effect, or effect the other way, or a change in a side signal; inactive = no such curve, though single readings can be large or run the other way; the % refers to the signal ratio; also: potency is read from the fitted curve at half-maximal effect; % is scaled to controls: 0 for no effect and ±100 for the full control effect
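Ratiometric TR-FRET (665 over 545 nm, excitation 340 nm) tracks disruption of MBNL1-His/biotin-(CUG)12 complex after 60 min at room temperature, with compounds at 92 nM to 58 uM final.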
FLuc modulator – firefly luciferase modulation, counter-screen for miR-21 project | Potency, µM (top dose mostly 57.5 µM), for inactives: top-dose activity change, negative = inhibition, hits mostly inhibitors | 360,000 tested, 6.9% active | purified FLuc, Km substrates, luminescence inhibition;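 also: potency is read from the fitted curve at half-maximal effect; plate controls were vehicle for no effect and reference inhibitor for full effect; nearly all actives have a fitted effect of over 55% in size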
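Purified P. pyralis luciferase (10nM final) with 10uM D-luciferin and 10uM ATP (Km levels) in 50mM Tris acetate pH 7.5, 10mM Mg acetate, 0.01% Tween-20, 0.05% BSA; qHTS 6-point titration, ~60 µM downward; luminescence read.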
Menin-MLL TR inh – menin-MLL binding inhibition, Texas Red mutant peptide; O00255; Menin + Texas Red MLL mutant peptide, fluorescence polarization; Potency, µM (top dose mostly 61.6 µM), for the others: top-dose FP activity change, negative = inhibition, actives largely listed as inhibitors; 270,000 tested, 0.23% active; active = well fitted inhibition curve with a large enough effect in the polarisation, with a control signal flat, not every such curve was filed as active; inconclusive = small, poorly fitted or top-dose-only effect, or effect the other way, or a change in a side signal; inactive = no such curve, though single readings can be large or run the other way; the % refers to the polarisation; also: potency is read from the fitted curve at half-maximal effect; % of control where 0% means no effect; many of its hits are not listed in these tables
Target sequence (O00255 whole entry, looked up): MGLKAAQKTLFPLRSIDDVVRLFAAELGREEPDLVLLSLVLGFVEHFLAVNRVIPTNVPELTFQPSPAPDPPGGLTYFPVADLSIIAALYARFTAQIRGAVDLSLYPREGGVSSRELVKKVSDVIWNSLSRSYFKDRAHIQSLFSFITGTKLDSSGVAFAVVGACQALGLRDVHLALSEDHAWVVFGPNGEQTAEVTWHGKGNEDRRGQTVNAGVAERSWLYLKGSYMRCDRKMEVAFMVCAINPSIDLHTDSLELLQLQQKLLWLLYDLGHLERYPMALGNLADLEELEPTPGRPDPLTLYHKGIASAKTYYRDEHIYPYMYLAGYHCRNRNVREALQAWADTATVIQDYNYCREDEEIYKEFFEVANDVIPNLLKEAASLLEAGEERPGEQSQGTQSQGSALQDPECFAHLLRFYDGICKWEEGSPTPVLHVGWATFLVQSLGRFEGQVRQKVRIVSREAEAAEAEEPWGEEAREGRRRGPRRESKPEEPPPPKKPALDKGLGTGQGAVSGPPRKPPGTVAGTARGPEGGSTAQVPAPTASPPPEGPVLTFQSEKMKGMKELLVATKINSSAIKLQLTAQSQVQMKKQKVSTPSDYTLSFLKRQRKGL
Rab9 promoter act – Rab9 promoter activation; Huh7 Rab9 promoter-luciferase reporter, luminescence, 24 h; Potency, µM (top dose mostly 9.22 µM), for inactives: at the top dose activation, negative = inhibition, hits mostly activators; 320,000 tested, 2.8% active; AID 485297; also: potency is read from the fitted curve at half-maximal effect; % of control where 0% means no effect; nearly all actives have a fitted effect of over 60% in size
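Promoter activation is measured as luciferase luminescence in Huh7 cells stably transfected with a Rab9 promoter–luciferase construct, following 24 h compound exposure at 37 °C and 10 min reagent incubation at ambient temperature.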
ELG1 repair inh – ELG1-dependent DNA repair inhibition | HEK293T ELG1-luciferase reporter, luminescence, 16 h; DNA damage induced by 5-fluorouridine | Potency, µM (highest dose often 46.1 µM), inactives show at the highest dose activity change, negative = inhibition, most hits filed as inhibitors | 330,000 tested, 2.3% active; also: potency is read from the fitted curve at half-maximal effect; % is scaled to controls: 0 for no effect and ±100 for the full control effect; nearly all actives have a fitted effect of over 55% in size
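Step one: seed 2,000 cells per well. Step two: pin-transfer compound or DMSO alongside 5-fluorouridine. Step three: incubate 16 hr, 37 °C, 5% CO2. Step four: add ONE-Glo, wait 30 min, read luminescence.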
PKM2 act – PKM2 (human) enzyme activation; P14618; purified PKM2, Kinase-Glo ATP luminescence, activation; response scale: 0% is enzyme alone, no compound; Potency, µM (doses to about 57.5 µM), inactives show top-dose activation, usual class: activators; 260,000 tested, 0.34% active; also: potency is read from the fitted curve at half-maximal effect; % is scaled to controls: 0 for no effect and ±100 for the full control effect; nearly all actives have a fitted effect of over 55% in size
Target sequence (P14618 whole entry, looked up): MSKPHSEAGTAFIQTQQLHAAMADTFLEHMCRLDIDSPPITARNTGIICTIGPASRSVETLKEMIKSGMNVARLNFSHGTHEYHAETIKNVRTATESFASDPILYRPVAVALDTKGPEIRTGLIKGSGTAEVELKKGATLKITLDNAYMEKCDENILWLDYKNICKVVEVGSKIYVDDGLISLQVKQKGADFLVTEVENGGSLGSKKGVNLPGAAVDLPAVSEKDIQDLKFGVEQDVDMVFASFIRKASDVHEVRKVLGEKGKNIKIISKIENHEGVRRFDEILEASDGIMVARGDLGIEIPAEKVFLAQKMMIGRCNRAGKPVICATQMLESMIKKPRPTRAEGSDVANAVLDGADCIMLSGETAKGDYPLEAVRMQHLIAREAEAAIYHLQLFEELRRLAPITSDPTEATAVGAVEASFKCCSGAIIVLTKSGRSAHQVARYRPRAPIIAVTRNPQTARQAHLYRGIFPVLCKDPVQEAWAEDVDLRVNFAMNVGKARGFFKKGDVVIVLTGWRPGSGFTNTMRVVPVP
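Purified hPK-M2 (>95%) run at intermediate activity with 0.1 mM ADP and 0.5 mM PEP in 50 mM imidazole pH 7.2, KCl, MgCl2; 1 h room temperature. ATP formed read by Kinase-Glo luminescence; normalized to uninhibited and no-enzyme controls.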
RORgamma inh – blocks mouse ROR gamma transcriptional activity. Drosophila S2 Gal4-RORgamma UAS-luciferase reporter, 20 h. Potency, µM (highest dose often 53.6 µM), for the others: at the highest dose activity change, negative = inhibition, most hits filed as inhibitors. 310,000 tested, 5.4% active. AID 2551; also: potency is read from the fitted curve at half-maximal effect; % is scaled to controls: 0 for no effect and ±100 for the full control effect; nearly all actives have a fitted effect of over 60% in size
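Using a luciferase readout, inhibitors were identified by reduced reporter activity in Drosophila cells coexpressing a copper-inducible Gal4–ROR gamma fusion and UAS-driven Photinus luciferase, incubated 20 hr after 700 uM copper sulfate.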
Starred values were filed as active, the others as inactive; & = joins results of further samples; [ ] = remark or other dose. Unless noted, calls follow the shape of the dose curve; as a rule, active = well fitted curve in the direction sought with a large enough effect; inconclusive = small, poorly fitted or top-dose-only effect, or another doubt; inactive = no such curve, though single readings can be large; an effect the other way counts as inactive or inconclusive. Only part of the results is shown; count on the stated rates, not on these rows.

COCCn1c(-c2ccccc2)cnc1SCC(=O)Nc1cccc2ccccc12 was read as NPC1 prom act 2%, KCNH2 3.1 block -18, Mito fusion act 20%, Gal4-VP16 FLuc inconclusive, MBNL1 CUG block 11%, FLuc modulator -7%, Menin-MLL TR inh -12%, Rab9 promoter act -2%, ELG1 repair inh inconclusive, PKM2 act inconclusive and RORgamma inh -42%.
`Cc1c(C(=O)OCC(=O)N(C)CC(=O)Nc2ccc(F)cc2)oc2ccccc12` gave NPC1 prom act 2%, KCNH2 3.1 block -22, Mito fusion act 9%, FLuc modulator -2%, Rab9 promoter act -2% and ELG1 repair inh -22%.
Screening COC(=O)Cc1ccc(OCC(=O)NC2CCCC2)cc1 returned NPC1 prom act 2%, KCNH2 3.1 block 4, Mito fusion act -5%, FLuc modulator 2%, Rab9 promoter act -2% and ELG1 repair inh 8%.
For Cc1cc(C)c2[nH]c(=S)cc(C)c2c1 the results were NPC1 prom act 0%, KCNH2 3.1 block 12, Mito fusion act -7%, Gal4-VP16 FLuc inconclusive, MBNL1 CUG block 3%, FLuc modulator 6%, Menin-MLL TR inh 7%, Rab9 promoter act 2%, ELG1 repair inh inconclusive, PKM2 act -3% and RORgamma inh -96%.
For CC(=O)Nc1ccc(NC(=O)C(C)OC(=O)CNS(=O)(=O)c2cccc(Cl)c2)cc1 (stereo unspecified) the results were NPC1 prom act -4%, KCNH2 3.1 block 1, Mito fusion act -1%, Gal4-VP16 FLuc 2%, MBNL1 CUG block -8%, FLuc modulator -2%, Menin-MLL TR inh 4%, Rab9 promoter act 1%, ELG1 repair inh 17%, PKM2 act -4% and RORgamma inh -6%.
For COc1ccccc1N1CCN(/N=C/C=C/c2ccccc2[N+](=O)[O-])CC1 the results were NPC1 prom act 4%, KCNH2 3.1 block 1, Mito fusion act -3%, Gal4-VP16 FLuc -18%, MBNL1 CUG block inconclusive, FLuc modulator inconclusive, Rab9 promoter act 22%, ELG1 repair inh inconclusive, PKM2 act -6% and RORgamma inh -18%.
`C=CCOC(=O)C(=O)/C=C/c1c(C)n(C)n(-c2ccccc2)c1=O` gave NPC1 prom act -3%, KCNH2 3.1 block -26, Mito fusion act -2%, Gal4-VP16 FLuc -3%, MBNL1 CUG block inconclusive, FLuc modulator 1%, Menin-MLL TR inh -1%, Rab9 promoter act 0%, ELG1 repair inh 5%, PKM2 act -1% and RORgamma inh -15%.
`CC(C)(C)c1ccc(S(=O)(=O)Nc2cccnc2)cc1` gave NPC1 prom act -9%, KCNH2 3.1 block 15, Mito fusion act 1%, Gal4-VP16 FLuc -9%, MBNL1 CUG block -6%, FLuc modulator 3%, Menin-MLL TR inh 6%, Rab9 promoter act -8%, ELG1 repair inh 1%, PKM2 act -6% and RORgamma inh inconclusive.
`COc1cccc(C(=O)Nc2ccc3c(cc2=O)[C@@H](NC(C)=O)CCc2cc(OC)c(OC)c(OC)c2-3)c1` gave NPC1 prom act -24%, KCNH2 3.1 block -7, Mito fusion act -85%[inhibitor], Gal4-VP16 FLuc -28%, MBNL1 CUG block inconclusive, FLuc modulator -2%, Menin-MLL TR inh 48%[activator], Rab9 promoter act -32%[inhibitor], ELG1 repair inh inconclusive and RORgamma inh 12%.
Screening CCOc1ccc(N2C(=O)CC(N(CCc3ccc(S(N)(=O)=O)cc3)C(C)=O)C2=O)cc1 (stereo unspecified) returned NPC1 prom act 1%, KCNH2 3.1 block -42, Mito fusion act -5%, Gal4-VP16 FLuc -15%, MBNL1 CUG block -7%, FLuc modulator 4%, Rab9 promoter act -3%, ELG1 repair inh 3%, PKM2 act -3% and RORgamma inh 0%.
For O=C(Nc1ccc(F)cc1)C1CCCO1 (stereo unspecified) the results were NPC1 prom act -4%, KCNH2 3.1 block -5, Mito fusion act 0%, Gal4-VP16 FLuc 0%, MBNL1 CUG block -3%, FLuc modulator -11%, Menin-MLL TR inh 6%, Rab9 promoter act -15%, ELG1 repair inh 4%, PKM2 act 2% and RORgamma inh 4%.
For CCCSc1nsc(N)n1 the results were NPC1 prom act 2%, KCNH2 3.1 block 5, Mito fusion act 24%, Gal4-VP16 FLuc 0%, MBNL1 CUG block -2%, FLuc modulator 1%, Rab9 promoter act -2%, ELG1 repair inh inconclusive, PKM2 act -3% and RORgamma inh 7%.
For Cc1ccc(NC(=O)OCCN2CCN(Cc3ccccc3)CCC2=O)cc1 the results were NPC1 prom act -1%, KCNH2 3.1 block -13, Mito fusion act 5%, Gal4-VP16 FLuc 6%&3%, MBNL1 CUG block -4%, FLuc modulator 1%, Menin-MLL TR inh -7%&1%, Rab9 promoter act -3%, ELG1 repair inh -17%, PKM2 act -3% and RORgamma inh 11%&30%.
For NC(=O)C1CCN(C(=O)CN(c2cccc(Cl)c2)S(=O)(=O)c2ccccc2)CC1 the results were NPC1 prom act 0%, KCNH2 3.1 block -8, Mito fusion act 1%, Gal4-VP16 FLuc 3%, MBNL1 CUG block -4%, FLuc modulator -2%, Rab9 promoter act -8%, ELG1 repair inh -1%, PKM2 act 0% and RORgamma inh -34%.
For CCNC(=S)N/N=C(\C)c1ccc2ccccc2c1OC(F)F the results were NPC1 prom act -5%, KCNH2 3.1 block -41, Mito fusion act 1%, Gal4-VP16 FLuc 7.1µM*, MBNL1 CUG block 0%, FLuc modulator -6%, Menin-MLL TR inh 3%, Rab9 promoter act -1%, ELG1 repair inh inconclusive, PKM2 act -1% and RORgamma inh 1.3µM*.
For COc1cc(NC2c3ccccc3C(=O)N2Cc2ccccc2Cl)cc(OC)c1OC (stereo unspecified) the results were NPC1 prom act 0%, KCNH2 3.1 block -1, Mito fusion act 5%, Gal4-VP16 FLuc 0%, MBNL1 CUG block 1%, FLuc modulator 5%, Rab9 promoter act -3%, ELG1 repair inh -7%, PKM2 act 0% and RORgamma inh -5%.
For Cc1cccc(OCC(=O)NNC(=O)CSc2ncc(C#N)c(N)n2)c1 the results were NPC1 prom act 1%, KCNH2 3.1 block 20, Mito fusion act 0%, Gal4-VP16 FLuc 0%, MBNL1 CUG block -3%, FLuc modulator -2%, Menin-MLL TR inh 1%, Rab9 promoter act 8%, ELG1 repair inh 3%, PKM2 act -1% and RORgamma inh 18%.
COc1ccc(CN2CCN(Cc3ccc(CO)o3)CC2CCO)cc1C (stereo unspecified) was read as NPC1 prom act 4%, KCNH2 3.1 block 7, Mito fusion act -1%, Gal4-VP16 FLuc -7%, MBNL1 CUG block -2%, FLuc modulator -1%, Menin-MLL TR inh 16%, Rab9 promoter act 6%, ELG1 repair inh 2%, PKM2 act 4% and RORgamma inh inconclusive.
Screening COC(=O)CSc1cc(C)nc2ccc(OC)cc12 returned NPC1 prom act -1%, KCNH2 3.1 block -13, Mito fusion act -4%, Gal4-VP16 FLuc -4%, MBNL1 CUG block inconclusive, FLuc modulator -1%, Menin-MLL TR inh 1%, Rab9 promoter act -1%, ELG1 repair inh -14%, PKM2 act -16% and RORgamma inh -10%.
`CSc1nsc2nc(=O)c(/C=C3\C(C)=Nc4ccccc43)c(N)n12` gave NPC1 prom act 9%, KCNH2 3.1 block 9, Mito fusion act 9%, Gal4-VP16 FLuc -4%, MBNL1 CUG block -1%, FLuc modulator 15µM*, Menin-MLL TR inh inconclusive, Rab9 promoter act 22%, ELG1 repair inh -8%, PKM2 act -8% and RORgamma inh 0%.
For C=CCN1C(=O)CS/C1=N/c1nccs1 the results were NPC1 prom act -6%, KCNH2 3.1 block -11, Mito fusion act -3%, Gal4-VP16 FLuc 1%, MBNL1 CUG block -3%, FLuc modulator 1%, Menin-MLL TR inh 8%, Rab9 promoter act -16%, ELG1 repair inh 0%, PKM2 act 0% and RORgamma inh 7%.
`CSc1ccc(/C=N/n2c(C)cc(C)cc2=O)cc1` gave NPC1 prom act inconclusive, KCNH2 3.1 block -10, Mito fusion act -2%, Gal4-VP16 FLuc 2%, MBNL1 CUG block 23%, FLuc modulator 15µM*, Menin-MLL TR inh -4%, Rab9 promoter act 2.8µM*, ELG1 repair inh inconclusive, PKM2 act -4% and RORgamma inh inconclusive.
CCOc1ccc(-n2c(-c3ccc(Br)cc3)c[n+]3c2CCCCC3)cc1 was read as NPC1 prom act -35%[inhibitor], KCNH2 3.1 block -85*, Mito fusion act -10%, Gal4-VP16 FLuc 22µM*, MBNL1 CUG block -6%, FLuc modulator 0%, Menin-MLL TR inh inconclusive, Rab9 promoter act -27%, ELG1 repair inh inconclusive, PKM2 act 0% and RORgamma inh inconclusive.
